Pf Dd2 growth – inhibitors of Plasmodium falciparum Dd2 growth. P. falciparum Dd2 growth, SYBR Green, 72 h. Potency, µM (highest dose often 28.9 µM), for the others: top-dose activity, negative = inhibition, hits mostly inhibitors. hit rate 4.3% among 120,000. AID 1347417; active = well fitted inhibition curve with a large enough effect; inconclusive = small, poorly fitted or top-dose-only effect; inactive = no such curve, though single readings can be large or run the other way;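 also: plate controls were DMSO vehicle for no effect and reference drug for full effect; nearly all actives have a fitted effect of over 65% in size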
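Infected erythrocytes (Dd2, 0.3% parasitemia, 2.5% hematocrit final) are added to compound in RPMI-1640/Albumax II medium, grown 72 h at 37C in low oxygen, then lysed with saponin/Triton-X containing SYBR Green and read by fluorescence.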
Numbers without * were called inactive; i = inactive; ? = inconclusive; [ ] = dose if it differs, or a comment. Potency is read from the fitted curve at half-maximal effect. These rows are one share of the data (hit frequency here may not be typical).

SMILES	Pf Dd2 growth
Cc1ccc(-n2nc3n(c2=O)CCN(C(=O)c2cccc(Cl)c2)C3)cc1	?
CCCNC(=O)O[C@@H]1CC[C@]2(C)C(CC[C@H]3OC(=O)C[C@H]32)[C@]1(C)CO (some centres not stated)	-15%[44.1 µM]
CCOc1ccccc1NC(=O)C1=C(C)Nc2ncnn2C1c1ccc(NC(C)=O)cc1 (configuration not stated)	23%
COc1cc(=O)n2c(c1C(=O)Nc1cc(Cl)cc(Cl)c1)CCCC2	36%[activator]
COc1ccc(NC(=O)Cn2c(SCc3c(F)cccc3Cl)nc3ccncc32)cc1OC	21%
Cc1cccc(NC(=O)N2CCn3nnc(CCC(=O)NC4CC4)c3C2)c1	-25%
CCn1cc(CN2CCC(N3CC(OCC4CC4)C34CCCCC4)CC2)cn1 (configuration not stated)	1.4µM*
N#CC1(c2ccccc2)CCN(C(=O)c2ccc3nccn3c2)CC1	?
Oc1ccc(NCc2ccccc2OCc2ccccc2Cl)cc1	?
O=C(Nc1cccnc1)c1cnc2c(c1)N(Cc1ccccc1)CCC2	?
Nc1nnnn1CC(=O)N1CCCCC1CCc1ccccn1 (configuration not stated)	-3%
CN(CC1CCOCC1)C(=O)Cc1c(F)cccc1Cl	13%
COc1ccc(C2Cn3nnc(C(=O)N4CCC(C(=O)NC5CCCCC5)CC4)c3CO2)cc1 (configuration not stated)	26%
COc1ccccc1CN1CCCC2(Cc3ccccc3CNC2=O)C1 (configuration not stated)	?
CCS(=O)(=O)Nc1ccc(C(=O)N[C@H]2C[C@@H](C(=O)OC)N(C)C2)cc1	14%
COc1ccc(Cn2c(CNS(=O)(=O)c3ccc4c(c3)CCCC4)nc3cccnc32)cc1	i
CCOc1ccccc1C(=O)Oc1c(S(=O)(=O)c2ccc(C)cc2)c(C)nn1-c1ccccc1	-1%
COCCC(=O)N1CCC(c2noc(COc3ccc(F)cc3)n2)C1 (configuration not stated)	9%
O=C(NCCc1ccccc1)c1cnc2c(c1)N([S+](=O)([O-])c1cccnc1)CCC2	i
CC#CCn1cc2c3c(cccc31)[C@H](CC(C)C)N[C@H](C(=O)N1CCN(CCO)CC1)C2	10µM*
Cc1[nH]c(=O)c(C#N)cc1C(=O)N1CCC2(CC1)C(=O)Nc1ccccc12	10%
O=c1c2ccccc2n(Cc2cccc(F)c2)c(=O)n1Cc1ccccc1Cl	6%
Cc1cccc(-c2nnc(C3CCN(S(=O)(=O)c4cccc(Cl)c4)CC3)o2)c1	?
Cc1ccc(C(=O)N2CCCN(c3cc(-c4ccc(Cl)cc4)[nH]n3)CC2)cc1C	?
Cc1ccc(CSc2nncn3c2cc2sccc23)cc1	17%
COc1ccc(OC)c(CCNc2ncnc3onc(C)c23)c1	?
C#CCNC(=O)C1CCc2nnc(C3CCN(C(=O)Nc4ccc(Cl)cc4)CC3)n21 (configuration not stated)	4%
Cc1ccc(NC(=O)Nc2nnc(N(C)Cc3ccccc3)s2)c(C)c1	-23%
Cc1ccccc1-c1noc(-c2ccc(N3CCCCC3)c([N+](=O)[O-])c2)n1	i
CN1CCN(C(=O)c2cccc3nccnc23)CC12CCNCC2	i
COc1ccccc1CNC(=O)CN1C(=O)CCc2cc(S(=O)(=O)N3CCCCC3)ccc21	22%
Fc1ccc2c(c1)-c1nc(-c3ccccc3)cc(-c3ccccc3)c1CO2	i
COCCn1c(C)cc(C(=O)N2CCc3nn(CCOC)c(=O)n3CC2)c1C	29%
NC(=O)CN1CCCC(N2CCN(Cc3ccc4c(c3)OCO4)CC2)C1 (configuration not stated)	-4%
CCc1ccc(-n2c(=O)c3c4c(sc3n(CC(=O)N3CCC(C)CC3)c2=O)CCC4)cc1	-3%
Cc1cc(C)c(NC(=O)Cn2c(=O)n(-c3ccc(F)cc3)c(=O)c3c(C)c(C(=O)N(C)C)sc32)c(C)c1	15%
CCCN(CC1CCOC1)C(=O)NCC(C)C (configuration not stated)	3%[5.79 µM]
CCOc1cc(=O)n2c(c1C(=O)Nc1cc(Cl)ccc1F)CCCC2	24%
Cc1noc(C)c1S(=O)(=O)N1CCC[C@H](n2c(=O)n(C)c3cccnc32)C1	i
CCC(CC)C(=O)N[C@@H](Cn1cc(-c2ccccc2F)c(=O)[nH]c1=O)C(=O)O	-2%[44.1 µM]
O=C(C1NCCc2[nH]cnc21)N1CCC(c2nc(-c3ccccc3)no2)CC1 (configuration not stated)	-16%
COc1ccccc1-c1[nH]nc2ncc(-c3c(C)noc3C)nc12	?
O=S(=O)(c1cnc[nH]1)N1CCC(c2nc(CCOCC3CCCC3)no2)C1 (configuration not stated)	i
O=C(NCCc1ccc(Cl)cc1)C1CN(c2ccc(F)cc2)C(=O)N1 (configuration not stated)	-13%
O=C(N[C@@H]1CN(Cc2cc(F)cc(F)c2)C[C@H]1CO)c1ccccc1	10µM*

Given field by field: part of the list above.
SMILES: COCCn1c(C)cc(C(=O)N2CCc3nn(CCOC)c(=O)n3CC2)c1C
  Pf Dd2 growth = 29%

SMILES: CCS(=O)(=O)Nc1ccc(C(=O)N[C@H]2C[C@@H](C(=O)OC)N(C)C2)cc1
  Pf Dd2 growth = 14%

SMILES: NC(=O)CN1CCCC(N2CCN(Cc3ccc4c(c3)OCO4)CC2)C1 (configuration not stated)
  Pf Dd2 growth = -4%

Following part.
SMILES	Pf Dd2 growth
Cc1cccc(CNS(=O)(=O)c2ccc(-c3coc(C)n3)cc2)c1	27%
CCc1ccc2nc(N(CCN(CC)CC)C(=O)c3ccco3)sc2c1	-15%
COc1ccc(Cl)cc1NC(=O)CSc1nc(-c2ccco2)cc(C(F)(F)F)n1	?
Cc1cc(NC(=O)CC(C)C)cc(-c2nc3ncccc3o2)c1O	12%
CC1=C(c2ccc(C(C)C)cc2)S(=O)(=O)N=C1N1CCN(c2ccccc2F)CC1	68%[activator]
O=C(c1cc(Cl)ccc1Cl)N1CCN(c2cc(-c3cccs3)[nH]n2)CC1	?
CN1CCC(NC2CCOCC2)CC1	-5%
COc1ccc(C(=O)Nc2nnc(S(=O)(=O)N3CCCCCC3)s2)cc1OC	i
CC1(C(=O)Nc2ccncc2)CCCc2cnc(Nc3ccccc3)nc21 (configuration not stated)	-7%[44.1 µM]
c1cc(CNC[C@H]2Cn3cc(-c4ccc5c(c4)OCCCO5)nc3CO2)ccn1	?
COc1ccc(OCC(=O)NCC(c2ccc(Cl)cc2)N2CCCCC2)cc1 (configuration not stated)	7.9µM*
COc1cccc(CN2CC[C@H](c3nnc(-c4ccco4)o3)C2)c1	i
COc1ccccc1CCC(=O)NC1CCN(C(=O)c2cc3c(=O)[nH]c(C)cn3n2)CC1	?
O=C(NC[C@H]1O[C@@H](CC(=O)N2CCN(c3ccc(F)cc3)CC2)[C@H](O)[C@@H]1O)c1cccc(F)c1	-13%
COCc1c(C(=O)N[C@@H]2CN(Cc3ccccn3)C[C@H]2CN(C)C)noc1C	13%

Among those listed so far, 2 have a cyano group.
SMILES	Pf Dd2 growth
N#CC1(c2ccccc2)CCN(C(=O)c2ccc3nccn3c2)CC1	?
Cc1[nH]c(=O)c(C#N)cc1C(=O)N1CCC2(CC1)C(=O)Nc1ccccc12	10%

The list goes on:
SMILES	Pf Dd2 growth
Cc1cccc(-c2noc(CN(C(=O)COc3ccc(Br)cc3C)C(C)C)n2)c1	-11%
N#Cc1ccccc1CN1CCNc2nc(CNCc3ccc4c(c3)OCO4)n(Cc3ccccc3)c2C1=O	6.3µM*
COc1cccc(N2CC(NC(=O)CCCc3ccccc3)CC2=O)c1 (configuration not stated)	28%
Oc1cccc(Nc2nc(-c3ccccc3)nc3ccccc23)c1	-1%
C[C@@H]1CN(C(=O)c2cnc3c(O)cccn3c2=O)CC[C@@]1(O)C1CCC1	?
COc1ccc(-c2ccc3c(n2)CN(Cc2csc(C)n2)C(=O)CO3)cc1F	?
CCOc1ccccc1NC(=O)Nc1ccc(-c2nnc3n2CCCC3)cc1	?
CC(C)C[C@@H]1N[C@H](C(=O)NCCOc2ccccc2)Cc2cn(C)c3cccc1c23	?
CC(C)(C)NC(=O)C[C@@H]1CCNC[C@@H]1Cc1cc(CC2CCCCC2)on1	?
O=C(CCCc1ccccc1)N1CCC([C@@H]2CNC[C@H]2CO)CC1	12%
Cc1noc(C)c1S(=O)(=O)N1C[C@@H](F)C[C@H]1C(=O)N1CCc2ccccc2C1	i
N#Cc1cccc(CN2C[C@@H](CO)[C@H](c3ccccn3)C2)c1	?
COc1ccc(CN2CC(CNc3ccccc3)C3(C2)CN(c2ccccc2)C3)cc1O (configuration not stated)	3.5µM*
COCCN1CC(CO)C2(CCN(C3CCSCC3)CC2)C1 (configuration not stated)	14%
Cc1c(/C=C(\C#N)C(=O)Nc2cccc(Cl)c2)c2ccccc2n1Cc1ccccc1Cl	3.2µM*
Cc1cc(C)n(Cc2ccc(C(=O)N3CCC(N4C[C@H](O)C[C@H]4C(=O)NC4CCCCC4)CC3)o2)n1	5µM*
COc1ccc(S(=O)(=O)N2CCN(c3ccc(F)cc3)CC2)cc1-c1noc(C)n1	-4%
Cc1ccc(CN2CCN(C(=O)C3(Cc4cccnc4)CCCCC(=O)N3)CC2)cc1 (configuration not stated)	?
CC(C)N1C(=O)OCC12CCN(Cc1ccc3c(c1)CCO3)C2 (configuration not stated)	2%[44.1 µM]
COc1ccc(-c2ccnc3nc(C4CC4)nn23)c(F)c1	i
COc1ccc(C(=O)N2CCC3(CC2)NC(=O)N(c2ccc(F)cc2)N3)cc1OC	1%
COc1ccccc1Oc1nc2c(c(=O)n(C)c(=O)n2C)n1Cc1cccc(Br)c1	i
Cc1cc(C)cc(OCc2ccc(C(=O)Nc3ccccc3F)o2)c1	45%[activator]
O=C(Cc1cccc(F)c1)N1CCC(c2nc(-c3ccccc3)no2)C1 (configuration not stated)	i[5.79 µM]
CC(C)NC(=O)N1C[C@@H]2C[C@H]1C(=O)N(C)c1ccccc1O2	5%[44.1 µM]
CC(=O)Nc1cccc(C(=O)N2CCC3(CC2)NC(=O)N(c2cccc(Cl)c2)N3)c1	?
C[C@@H](NC(=O)C12CC3CC(CC(C3)C1)C2)c1onc(-c2ccccc2)c1C(=O)O	-16%[44.1 µM]
COc1ccc(CNC(=O)N2CC(c3nc(CCOCC4CCOCC4)no3)C2)cc1	-15%
C#C[C@H]1CN2CC[C@H]1C[C@@H]2CNC(=O)c1ccc(C(F)(F)F)cc1	?
Cc1ccc(Cl)cc1N1CCN(C(=O)c2ccc3c(c2)N(Cc2ccc(F)cc2)CCS3)CC1	7.9µM*
COc1cc(Nc2nc3c(S(=O)(=O)c4ccccc4)nnn3c3ccc(Cl)cc23)cc(OC)c1	-11%
CSc1nccc(N2CCC3(CCCN(C(C)C)C3=O)C2)n1 (configuration not stated)	-6%
CSCC(=O)N1CCC(c2nnc(CN3CCN(C)CC3)n2C)CC1	3%
Cc1ccc(CNC(=O)N2CC[C@H]3C(=O)NCCCCCN(Cc4cccnc4)[C@@H]3C2)cc1	-11%
O=C(NCCc1csc(-c2cccnc2)n1)c1cccc(Cl)c1	-10%
CC(=O)N1CCCC1c1nc2ccccc2n1Cc1cc(C)ccc1C (configuration not stated)	-2%
CCNC(=O)c1ccc2c(c1)nc1n2CCCCC1	28%
CC(C)NC(=O)NC[C@H]1C[C@@H]2CCN1C[C@@H]2c1cc(C2CCCC2)nn1C	?
CCN(Cc1ccccc1)C(=O)CC1CCCCN(Cc2ccccc2)C1=O (configuration not stated)	?
CC(=O)N1CCCc2cc(S(=O)(=O)N3CCC(C(=O)NCc4ccc(C)cc4)CC3)ccc21	-17%
COc1ccc(C(=O)N2CCC3(CC2)NC(=O)N(Cc2ccccc2)C3=O)cc1OC	i
CC(=O)NCCC(=O)N1Cc2ccccc2CC2(CCCN2CCc2ccc(C)cc2)C1 (configuration not stated)	8.9µM*
CCCOc1cccc(C2c3c(oc4ccccc4c3=O)C(=O)N2c2nncs2)c1 (configuration not stated)	7%
Cc1ccc(S(=O)(=O)c2cn(Cc3ccccc3)c3cc(N4CCCCC4)c(F)cc3c2=O)cc1	-23%
CC(C)(C)C(=O)Cn1c(=O)n(CCCCCC(=O)NCc2ccc3c(c2)OCO3)c(=O)c2sccc21	-19%

An excerpt from above in order of SMILES length, low to high:
SMILES	Pf Dd2 growth
CCNC(=O)c1ccc2c(c1)nc1n2CCCCC1	28%
CSCC(=O)N1CCC(c2nnc(CN3CCN(C)CC3)n2C)CC1	3%
COc1ccc(C(=O)N2CCC3(CC2)NC(=O)N(Cc2ccccc2)C3=O)cc1OC	i
COc1cc(Nc2nc3c(S(=O)(=O)c4ccccc4)nnn3c3ccc(Cl)cc23)cc(OC)c1	-11%
Cc1ccc(CNC(=O)N2CC[C@H]3C(=O)NCCCCCN(Cc4cccnc4)[C@@H]3C2)cc1	-11%
CC(C)(C)C(=O)Cn1c(=O)n(CCCCCC(=O)NCc2ccc3c(c2)OCO3)c(=O)c2sccc21	-19%

Continued:
SMILES	Pf Dd2 growth
O=C(CS(=O)(=O)c1cccc2nsnc12)Nc1ccccc1	39%[activator]
COCCc1noc([C@@H]2CN(Cc3cccc(C#N)c3)C[C@H]2CO)n1	-16%
Cc1ccc(C(=O)NC2CCN(c3cc(-c4ccc(F)cc4)[nH]n3)C2)cc1 (configuration not stated)	i
CCOc1ccc(Nc2nc3c(S(=O)(=O)c4ccc(CC)cc4)nnn3c3ccc(Cl)cc23)cc1	?
CN(Cc1cccnc1)c1nc2c(c(=O)[nH]1)CCN(Cc1cccc(Cl)c1)CC2	-26%[5.79 µM]
Cc1ccc(NC(=O)CCCn2c(=O)c3cccn3c3cccnc32)c(C)c1	i
COCC(=O)NC[C@H]1C[C@@H]2CCN1C[C@@H]2c1cc(-c2ccccc2Br)nc(C)n1	?
COc1ccc(C(=O)N2CCC3(CC2)NC(=O)N(Cc2ccc(F)cc2)C3=O)cc1OC	?
O=C(CN1C(=O)NC2(CCOCC2)C1=O)NCCCc1ccccc1	22%
CCOc1ccc(CN(C(=O)c2nc(SC)ncc2Cl)C2CCS(=O)(=O)C2)cc1 (configuration not stated)	14%
CCc1ccc(N2CC(c3noc(-c4cc(OC)c(OC)c(OC)c4)n3)CC2=O)cc1 (configuration not stated)	10%
COc1ccccc1CNC(=O)Cn1nc(C)n2cccc2c1=O	-4%
